Dicer inh = blocks human Dicer maturation of pre-miR-21; Q9UPY3; cat-ELCCA pre-miR-21 Dicer processing, chemiluminescence; hits give high values; z-score at 25 µM; 47,000 compounds, 6% hits; in the data active = z-score above about 3, passing the limit was not always enough;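 also: plate controls were vehicle for no effect and no enzyme for full effect; higher signal means more uncleaved substrate so more Dicer inhibition; strong numbers were not always called active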
Target sequence (Q9UPY3 whole entry, looked up): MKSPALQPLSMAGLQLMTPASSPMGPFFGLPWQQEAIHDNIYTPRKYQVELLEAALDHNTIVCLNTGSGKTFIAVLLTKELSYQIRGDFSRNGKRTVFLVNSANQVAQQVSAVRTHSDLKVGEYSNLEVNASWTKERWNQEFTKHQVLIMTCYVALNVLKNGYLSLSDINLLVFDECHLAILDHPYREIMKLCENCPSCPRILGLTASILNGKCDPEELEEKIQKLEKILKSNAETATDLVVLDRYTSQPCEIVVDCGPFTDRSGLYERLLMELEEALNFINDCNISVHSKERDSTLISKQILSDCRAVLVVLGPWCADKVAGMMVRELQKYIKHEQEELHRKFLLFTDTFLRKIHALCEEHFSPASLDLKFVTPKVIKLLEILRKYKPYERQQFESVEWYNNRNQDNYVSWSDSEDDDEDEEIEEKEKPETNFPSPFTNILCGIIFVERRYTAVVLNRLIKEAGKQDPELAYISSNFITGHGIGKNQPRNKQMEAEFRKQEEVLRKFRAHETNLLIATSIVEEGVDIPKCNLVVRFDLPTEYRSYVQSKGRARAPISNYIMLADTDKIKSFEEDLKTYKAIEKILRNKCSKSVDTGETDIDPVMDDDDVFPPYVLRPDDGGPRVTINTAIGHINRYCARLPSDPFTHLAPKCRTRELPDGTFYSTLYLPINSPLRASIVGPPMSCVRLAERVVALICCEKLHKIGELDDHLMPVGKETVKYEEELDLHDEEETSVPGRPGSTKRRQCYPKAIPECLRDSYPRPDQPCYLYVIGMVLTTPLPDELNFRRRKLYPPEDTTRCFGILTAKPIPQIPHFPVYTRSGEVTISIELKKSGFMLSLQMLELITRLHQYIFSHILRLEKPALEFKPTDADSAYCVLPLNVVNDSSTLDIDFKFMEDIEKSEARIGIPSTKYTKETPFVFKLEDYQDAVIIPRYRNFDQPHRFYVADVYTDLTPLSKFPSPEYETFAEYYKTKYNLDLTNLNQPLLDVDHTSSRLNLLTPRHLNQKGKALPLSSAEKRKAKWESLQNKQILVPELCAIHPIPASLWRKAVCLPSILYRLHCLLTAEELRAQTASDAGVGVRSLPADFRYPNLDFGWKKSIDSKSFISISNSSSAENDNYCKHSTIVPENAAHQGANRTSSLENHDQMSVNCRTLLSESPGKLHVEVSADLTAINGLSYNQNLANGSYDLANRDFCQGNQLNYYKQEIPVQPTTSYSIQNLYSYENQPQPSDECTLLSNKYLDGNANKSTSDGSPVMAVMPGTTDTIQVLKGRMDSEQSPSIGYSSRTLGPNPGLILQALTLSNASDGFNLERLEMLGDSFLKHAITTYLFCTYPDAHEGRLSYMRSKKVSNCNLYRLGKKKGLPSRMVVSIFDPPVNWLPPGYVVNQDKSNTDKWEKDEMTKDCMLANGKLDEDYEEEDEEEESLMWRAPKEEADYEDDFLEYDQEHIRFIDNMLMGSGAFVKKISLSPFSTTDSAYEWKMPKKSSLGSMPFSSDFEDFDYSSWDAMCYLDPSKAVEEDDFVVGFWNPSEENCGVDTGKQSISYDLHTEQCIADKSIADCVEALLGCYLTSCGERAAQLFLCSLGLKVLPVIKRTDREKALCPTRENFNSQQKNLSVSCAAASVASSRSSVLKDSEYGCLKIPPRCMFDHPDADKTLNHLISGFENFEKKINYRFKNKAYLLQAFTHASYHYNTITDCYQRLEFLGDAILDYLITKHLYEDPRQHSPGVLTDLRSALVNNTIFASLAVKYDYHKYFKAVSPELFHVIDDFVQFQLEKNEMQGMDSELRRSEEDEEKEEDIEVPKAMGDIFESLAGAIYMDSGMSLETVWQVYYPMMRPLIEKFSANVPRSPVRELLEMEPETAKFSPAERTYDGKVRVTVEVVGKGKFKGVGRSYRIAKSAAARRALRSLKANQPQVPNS
* hit, by the source's call; & = joins results of further samples. Not all compounds are listed. The share of hits here may be higher or lower than overall.

SMILES	Dicer inh
O=C1/C(=C/c2cccs2)CS/C1=C/c1cccs1	-3
Cc1ccn2cc(-c3ccccc3)cc2c1	-1.9
CCN(CC)CCn1nc(C)nc1-c1ccccc1O	1.9
C=CCNc1nc(SCc2ccc(Cl)cc2)nc2sc3c(c12)CCN(C)C3	0.24
Cc1cc(=O)[nH]c(SCc2ccc(Br)cc2)n1	-0.53
CSc1ncccc1C(=O)c1c(C)[nH]n(-c2ccccc2)c1=O	-2.4
Cc1c(-c2nc(-c3ccc(C(F)(F)F)cc3)no2)n(C)oc1=O	-0.58
Clc1ccc2c(c1)c(-c1ccccc1)nc1nncn12	1.6
C=CCNC(=S)NNC(=O)c1oc2nc(-c3ccc(Cl)cc3)cc(-c3ccccc3)c2c1N	-0.9
Cc1ccc(-c2noc(Cc3ccccc3)n2)cc1	1.9
Cn1cnc(S(=O)(=O)N(Cc2ccccc2)Cc2ccccc2N2CCC(C(=O)O)CC2)c1	-2.9
Cc1ccc(NC(=O)CCn2cc(C(F)(F)F)ccc2=O)cc1	-1.1
CCN1C(=O)C2(/C(=C(/O)c3ccc(OC)cc3)C(=O)C(=O)N2CCCOC)c2ccccc21 (stereo not drawn)	2
CC1CC(=O)Nc2ccccc2N1S(=O)(=O)c1cccs1 (stereo not drawn)	-1.2
N#CCC(=O)NNC(=S)NC1CCCCC1	-1
CNC(=S)N1CCCN(c2ccc(C#N)cn2)CC1	-0.51
NCc1ccc(S(N)(=O)=O)cc1	-0.5
Cc1ccc(C2CC=CCC2[N+](=O)[O-])cc1 (stereo not drawn)	-0.84
CC(C)(C)c1cc(-c2cc(C(F)(F)F)nc(N)n2)c2c(c1)C(C)(C)CC2	-0.57
Cn1cccc1CNCc1ccc(F)cc1	1.9
CS(=O)(=NC(=S)NC(=O)Oc1ccccc1)c1ccccc1 (stereo not drawn)	1.7
N#Cc1cnn(-c2cccc(Cl)c2)c1N	0.98
Fc1ccc(-c2cn3cc(Cc4ccc(Br)cc4)sc3n2)cc1	3.4*
Clc1ccc2c(c1)-c1[nH]ncc1CS2	-0.5
Cc1ccc(-c2cc(N3CCOCC3)n[nH]2)cc1	-5.1
NC(=S)N/N=C/c1cn(-c2ccccc2)nc1-c1ccccc1	7
CN1c2ccccc2C(=O)/C(=C\Nc2ccc(F)c(Cl)c2)S1(=O)=O	-1.4
O=C(O)c1ccccc1OP(=O)(O)O	9.2
COc1ccc(CC2c3cc(OC)c(OC)cc3CC[N+]2(C)CCC(=O)OCCCCCOC(=O)CC[N+]2(C)CCc3cc(OC)c(OC)cc3C2Cc2ccc(OC)c(OC)c2)cc1OC (stereo not drawn)	0.18
N#CC(C(=O)c1ccccc1)=C1SCCCS1	1.7
CS(=O)(=O)c1sc(Br)c2c1C(=O)CCC2	4.4*
CCOC(=O)/C(C#N)=C/c1ccc(-c2nccs2)cc1C(C)(C)C	-0.43
Cc1n[nH]c(=O)nc1NC1CCCCC1	1.1
CCOC(=O)c1cc2ncc(C(F)(F)F)cc2s1	0.16
Cn1c(/C=C/c2cccc3ccccc23)c([N+](=O)[O-])c(=O)n(C)c1=O	2.5
O=C1NC(=O)/C(=C/c2ccc(OS(=O)(=O)c3cc(Cl)cc(Cl)c3)cc2)N1	-0.17
COC(=O)c1sc(N2C(=O)c3oc4ccc(F)cc4c(=O)c3C2c2ccc(O)cc2)nc1C (stereo not drawn)	-0.7
COCCOC(=O)c1c(C)oc2ccc(OCC(N)=O)cc12	1.7
C/C(=N\OCC(=O)O/N=C(\N)COc1cccc(Cl)c1)c1ccc(Cl)cc1	-1.2
Cc1cc(C)c2c(n1)sc1c(Sc3nnc(-c4cccs4)n3-c3ccccc3)ncnc12	-2.2
COc1c2occc2c(OC)c2c(=O)cc(C)oc12	0.14
COC(=O)c1sc(C(F)(F)F)c(-c2ccccc2)c1S(=O)(=O)N(C)C	0.21
O=C(O)c1ccccc1S(=O)(=O)Cc1ccccc1	1.9
CCOC(=O)c1sc(/S(C)=N/S(=O)(=O)c2ccccc2Cl)c2c1CCC=C2 (stereo not drawn)	-0.64
CCOc1cc(C)c(C(C)C)cc1S(=O)(=O)n1cnc(C)c1	0.07
O=C1C(=O)N(CCCn2ccnc2)C(c2cccnc2)/C1=C(\O)c1ccc(F)cc1 (stereo not drawn)	0.04
COC(=O)c1c(-c2c(Cl)cccc2Cl)noc1NC(=O)N(C)C	0.96
Cc1cc(C)c2oc(-c3cccc(N)c3)nc2c1	1.9
Cc1nc2ccc(N3NOC=C3O)cc2s1	1.2
O/N=C/C1=C(Cl)c2ccccc2CC1	-0.14
Cc1nc2ccccc2c(C(=O)O)c1N	-2.8
COc1cc(CNc2nc3ccccc3n2Cc2ccccc2)ccc1O	0.25
CCOC(=O)NNc1ncccc1C(F)(F)F	-1.1
CN(CCc1ccccn1)C(=O)c1sc2ccccc2c1Cl	0.44
c1ccc2c(c1)CCN2Cn1nnc2ccccc21	4.4*
CCOC(=O)N1CCC(N/C=C(\C#N)S(=O)(=O)c2ccc(Cl)cc2)CC1	-0.88
Nc1csc2cc(C(F)(F)F)cc(Cl)c12	0.48
CC(C)c1nnc(N2C(=O)c3oc4ccccc4c(=O)c3C2c2cccc(Cl)c2)s1 (stereo not drawn)	-0.24
CCCOc1ccc(OCCSc2nc3ccccc3[nH]2)cc1	-0.33
COC(=O)c1ccc(S(=O)(=O)NCCNC(=O)OC(C)(C)C)n1C	2.2
Later entries
SMILES	Dicer inh
CCOC(=O)c1cnn(C)c1NC(=O)C(Cl)Cl	-0.33
CSc1c(C#N)c(-c2ccccc2)nn1CC(=O)NN	-0.79
CC(C)(C)c1cc(C(=O)NNS(=O)(=O)c2ccccc2)n[nH]1	1.2
Cc1ccc(-c2nc(C)cc(OS(=O)(=O)c3ccc(C)cc3)n2)cc1	-0.54
Cn1c(=O)c2c(nc(NCc3ccccc3)n2Cc2ccccc2)n(C)c1=O	1.2
Cn1c(=O)c2c(ncn2CC(=O)NC(C)(C)C)n(C)c1=O	2.3
O=C1CC(Sc2ncn[nH]2)C(=O)N1c1ccc(-c2ccccc2)cc1 (stereo not drawn)	1.3
Cc1cc2c(cc1Cl)N(C(=O)Nc1ccnc3ccccc13)CC2	-0.61
Clc1ccc(C(Cn2ccnc2)OCc2c(Cl)cccc2Cl)c(Cl)c1 (stereo not drawn)	0.07
COc1ccc(OC)c([N+](=O)[O-])c1N1CCOCC1	-0.37
CCCCNC(=O)Nc1onc(-c2c(Cl)cccc2Cl)c1C(=O)OC	0.02
COc1cc(OC)cc(-c2nc3n(n2)C(c2ccc(Cl)cc2)C2=C(CCCC2=O)N3)c1 (stereo not drawn)	2.7
COc1nc(C)ccc1-c1noc(-c2ccc(C)cc2)n1	0.24
CC(C)c1ccc(NC(=O)CSc2n[nH]c(=O)n2C(C)c2ccccc2)cc1 (stereo not drawn)	0.97
CC1=C(C(=O)OCCc2ccccc2)C(c2ccc(Br)cc2)C2=C(CCCC2=O)N1 (stereo not drawn)	2.2
Cn1c2c(c3ccccc31)/C(=N/OC(=O)c1ccc(Cl)cc1Cl)CCC2	-1.4
CS/C(Nc1cccnc1)=C(/C#N)c1ccccn1	0.47
N#Cc1nccnc1N1CCC(C(c2ccccc2)c2ccccc2)CC1	-3.4
O=C1[C@H](CC[C@H](O)c2ccc(F)cc2)[C@@H](c2ccc(O)cc2)N1c1ccc(F)cc1	-0.51
O=C1ON=C(c2ccccc2)/C1=C/c1ccc(Cl)cc1	0.56
CCNC(=O)NC(=O)c1csc([N+](=O)[O-])c1	0.15
CCCCOc1nc2c(c(=O)n(C)c(=O)n2C)n1Cc1ccc(Br)cc1	-0.03
CC(C)/C(=N\O)c1ccc([N+](=O)[O-])cc1	-0.94
CC(C)(c1ccccc1)c1ccc(O)c(CN2CCOCC2)c1	1.1
CC(=O)O[C@]1(C(C)=O)CC[C@H]2[C@@H]3C=C(C)C4=CC(=O)CC[C@@H]4[C@H]3CC[C@@]21C	-0.23
CCOC(=O)c1c(S(=O)(=O)NCc2ccccc2)c(-c2ccccc2)n(-c2ccccc2)c1C	0.66
CN(C)c1ccc(C(=O)NNC(=O)/C=C/c2ccc3c(c2)OCO3)cc1	1.9
CC(C(=O)O)c1cccc(Oc2ccccc2)c1 (stereo not drawn)	-0.07
O=C(NCc1ccc2c(c1)OCO2)NC1CCCCC1	2.8
CC(C)Nc1ccc(Cl)cc1[N+](=O)[O-]	8.7
CC1CC(=O)Nc2ccccc2N1C(=O)c1cc(Cl)sc1Cl (stereo not drawn)	1
CSc1ccccc1Cn1c(=O)c2[nH]cnc2n(-c2ccccc2C)c1=O	-0.12
CCCCNC(=O)NS(=O)(=O)c1cc(Cl)sc1Cl	-0.78
O=C1c2ccccc2-c2nnc(-c3cccc(OC(F)(F)F)c3)cc21	-0.54
Cc1ccc(N2C(=O)C3C4C=CC(CO)(O4)C3C2=O)cc1Br (stereo not drawn)	-0.21
O=C(Cn1c(-c2cncs2)nc2ccccc21)NC1CCCC1	-0.15

Compounds above with two or more sulfur atoms (10):
SMILES	Dicer inh
O=C1/C(=C/c2cccs2)CS/C1=C/c1cccs1	-3
C=CCNc1nc(SCc2ccc(Cl)cc2)nc2sc3c(c12)CCN(C)C3	0.24
CC1CC(=O)Nc2ccccc2N1S(=O)(=O)c1cccs1 (stereo not drawn)	-1.2
CS(=O)(=NC(=S)NC(=O)Oc1ccccc1)c1ccccc1 (stereo not drawn)	1.7
N#CC(C(=O)c1ccccc1)=C1SCCCS1	1.7
CS(=O)(=O)c1sc(Br)c2c1C(=O)CCC2	4.4*
Cc1cc(C)c2c(n1)sc1c(Sc3nnc(-c4cccs4)n3-c3ccccc3)ncnc12	-2.2
COC(=O)c1sc(C(F)(F)F)c(-c2ccccc2)c1S(=O)(=O)N(C)C	0.21
CCOC(=O)c1sc(/S(C)=N/S(=O)(=O)c2ccccc2Cl)c2c1CCC=C2 (stereo not drawn)	-0.64
CCCCNC(=O)NS(=O)(=O)c1cc(Cl)sc1Cl	-0.78

The listing picks up, repeating the three entries before the break.
SMILES	Dicer inh
O=C1c2ccccc2-c2nnc(-c3cccc(OC(F)(F)F)c3)cc21	-0.54
Cc1ccc(N2C(=O)C3C4C=CC(CO)(O4)C3C2=O)cc1Br (stereo not drawn)	-0.21
O=C(Cn1c(-c2cncs2)nc2ccccc21)NC1CCCC1	-0.15
Cn1c(=O)[nH]c(=O)c2c1ncn2CCN(Cc1ccccc1)Cc1ccccc1	-1.7
CCOc1ccc(C2/C(=C(/O)c3ccc(C)cc3)C(=O)C(=O)N2c2cccnc2)cc1 (stereo not drawn)	-0.5
CNc1nc2c([nH]1)c(=O)n(C)c(=O)n2C	-1.5
COC(=O)C1=C(C)N=c2s/c(=C/c3ccc4c(c3)OCO4)c(=O)n2C1c1ccccc1 (stereo not drawn)	0.78
CCOC(=O)c1c(S(=O)(=O)N2CCSC2C(=O)OC)c(-c2ccccc2)n(-c2ccccc2)c1C (stereo not drawn)	1.5
O=C(Cn1cnc([N+](=O)[O-])n1)Nc1ccc(F)cc1F	0.39
Cc1ccc(COn2c(-c3ccccc3)nc3ccccc3c2=O)cc1	-0.29
O=C(O)C1C2C=CC(O2)C1C(=O)NCc1cccnc1 (stereo not drawn)	1.1
O=S(=O)(Cc1c[nH]c2ccccc12)c1ccccc1	-2.6
O=C(CSC1CS(=O)(=O)c2cc([N+](=O)[O-])ccc21)NNC(=O)c1ccc(Cl)cc1 (stereo not drawn)	1
O/N=C1/CCCc2nnc3c(c21)CCCC3	-1.1
O=C(Nc1nc(-c2ccccc2)cs1)c1ccc(Cl)cc1	2.2
N#Cc1nc(COc2cccc(Cl)c2)oc1N1CCCCC1	3.9*
Cc1ccc2nc(C)c3c(c2c1)SCC3	2
Cc1ccc(Cc2c(C)nc(N3CCCC3)[nH]c2=O)cc1	0.86
Cc1ccc(C)c(Cn2c(=O)c3cnc4c(c(C)nn4C)c3n2C)c1	-0.29
COC(=O)C1=C(C#N)NC(C)=C(C(=O)OC(C)C)C1c1cccc([N+](=O)[O-])c1 (stereo not drawn)	-0.37
O=C(/C=C/Sc1ccccn1)c1ccccc1	-1.9
NC(=O)C(c1ccccc1)C1CCCC1 (stereo not drawn)	-0.53
COc1cccc(C2C3=C(CCCC3=O)Nc3ncnn32)c1 (stereo not drawn)	-1.2
CCOC(=O)Nc1c(C(=O)OCC)[nH]c2ccc(OC)cc12	5.2*
O=C(Nc1c(C(=O)c2ccc(F)cc2)oc2ccccc12)c1cccs1	0.64
CC(=O)CSC(=S)N1CCSCC1	-0.68
CC(=O)N1[C@@H](c2ccc(C)cc2)SC(C)(C)[C@@H]1C(=O)O	4.5*
CCCOC(=O)CCCN1C(=O)S/C(=C/c2ccc(OC)cc2)C1=S	0.59
CC12CN3CC(C)(CN(C1)C3c1c(O)ccc3ccccc13)C2 (stereo not drawn)	0.38
CNC(=S)Nc1cscc1S(=O)(=O)c1ccc(Cl)cc1	-0.33
Fc1ccc(-c2cn3c(n2)Cc2ccccc2C3)cc1	-1.8
O=C(CNc1ccccc1C(=O)O)c1ccccc1	-0.63
CCOC(=O)c1c(S(=O)(=O)Nc2cccc([N+](=O)[O-])c2)c(-c2ccccc2)n(-c2ccccc2)c1C	-3
O=S(N1CCOCC1)C12CC3CC(CC(C3)C1)C2 (stereo not drawn)	-0.4
Clc1ccc(C(=Nc2ccccc2)c2ccccc2)cc1	0.31
CC(C)c1c(C(=O)Nc2ccccc2)c(-c2ccccc2)c(-c2ccc(F)cc2)n1CC[C@@H](O)C[C@@H](O)CC(=O)O	0.17&2.8
CCOC(=O)CSc1cc(-n2cccc2)c(Cl)cc1[N+](=O)[O-]	-7.5
Cc1nnc(N2C(=O)C(O)=C(C(=O)c3cccs3)C2c2ccccc2)s1 (stereo not drawn)	1.2
CS(=O)(=O)N1CC(=O)Nc2ccccc21	-1.7
Cc1ccc(S(=O)(=O)NCC2OCCc3ccccc32)cc1 (stereo not drawn)	8.7
C[C@@H](CN1CCC(Cc2ccccc2)CC1)[C@@H](O)c1ccc(O)cc1	-0.31
Cc1ccc(C2C3=C(CC(C)(C)CC3=O)NC3=C2C(=O)CC(C)(C)C3)cc1	4.6*
COc1ccc(C2CC(c3ccc(C)cc3)Nc3nc(N)nn32)cc1OC (stereo not drawn)	0.21
